NPYLR7 agonist – mosquito NPYLR7 agonism; HEK293T NPYLR7/Galpha15, GCaMP6s calcium fluorescence; activation, % at 10 µM; hit rate 0.15% among 270,000; in the data active means activation above about 40%;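 further: 0% = vehicle and 100% = reference agonist at the receptor; some compounds past the cut are filed as inactive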
mcGAS lum – inhibitors of mouse cGAS; inhibition, % at 12.5 µM; recombinant cGAS, Kinase-Glo ATP depletion luminescence; Q8C6L5; hit rate 0.15% among 160,000;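 further: 0% = negative control wells and 100% = reference inhibitor with no enzyme activity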
hcGAS inh – human cGAS inhibition | Q8N884 | recombinant h-cGAS, ATP depletion, Kinase-Glo luminescence | inhibition, % at 12.5 µM | hit rate 0.081% among 290,000;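 further: 0% = vehicle reaction and 100% = reaction without DNA for no activity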
Target sequence (Q8N884 whole entry, looked up): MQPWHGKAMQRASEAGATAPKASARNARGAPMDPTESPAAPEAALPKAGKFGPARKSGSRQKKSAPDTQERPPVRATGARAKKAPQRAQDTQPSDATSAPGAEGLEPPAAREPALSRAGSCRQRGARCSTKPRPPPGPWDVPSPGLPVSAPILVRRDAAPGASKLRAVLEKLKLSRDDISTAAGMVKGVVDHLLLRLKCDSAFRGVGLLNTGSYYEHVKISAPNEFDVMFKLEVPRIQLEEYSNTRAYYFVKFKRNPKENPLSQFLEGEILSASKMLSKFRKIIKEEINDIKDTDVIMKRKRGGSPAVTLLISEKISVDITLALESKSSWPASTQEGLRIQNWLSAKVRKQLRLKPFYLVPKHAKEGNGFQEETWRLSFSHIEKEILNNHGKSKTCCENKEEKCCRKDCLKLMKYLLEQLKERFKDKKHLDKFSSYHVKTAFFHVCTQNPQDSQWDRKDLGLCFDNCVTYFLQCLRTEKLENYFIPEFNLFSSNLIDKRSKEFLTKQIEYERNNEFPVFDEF
* hit, by the source's call; . = no result given; & = joins results of further samples. Unless noted, no stated cut-off is given here; in the data, active means inhibition above about 40%; inactive means the rest. Compounds as they come (roughly 0.29% active in at least one column).

SMILES	NPYLR7 agonist	mcGAS lum	hcGAS inh
CN(C)C(=O)CN1CCN(CCCCCOc2ccc(C(=O)NCc3ccccc3)cc2)CC1	2	0	6
Nc1c(S(=O)(=O)O)cc(Nc2ccc(Nc3nc(Cl)nc(Nc4ccc(S(=O)(=O)O)cc4)n3)c(S(=O)(=O)O)c2)c2c1C(=O)c1ccccc1C2=O	0	67*	35
CCS(=O)(=O)c1ccc2c(c1)N(c1cccc(F)c1)C(=O)C(C)O2 (stereo not given)	8	.	1
CC1CCc2c(sc3nc(CSC4=NCCN4)[nH]c(=O)c23)C1 (stereo not given)	9	.	-10
CCC(C)C(NC(=O)c1ccc(OC)cc1OC)C(=O)Nc1nnc(-c2ccc3c(c2)OCO3)s1 (stereo not given)	3	-1	0
COc1ccc(Nc2ccc3c(=O)c(-c4ccc(OC)c(OC)c4)coc3c2)c(OC)c1	17	-2	1
Cc1c(Cl)cccc1NC(=O)N1CCCCC1CN1CCOCC1 (stereo not given)	10	.	2
Cc1cc(C)n(C2CCN(C(=O)c3cc(COc4ccccc4)[nH]n3)C2)n1 (stereo not given)	3	-16	-1
COc1ccc(C2SCCN2C(=O)c2cc3cc(Br)ccc3oc2=O)cc1 (stereo not given)	2	-2	-6
CC(C)N(C)S(=O)(=O)NC1CCC(c2ccccc2)CC1 (stereo not given)	4	.	-7
CCCCCCOc1ccc(N2C(=O)c3cccc4c([N+](=O)[O-])ccc(c34)C2=O)cc1	0	-5	-8
Cc1cc(C(=O)NCc2c(C)cc(C)[nH]c2=O)c2ccccc2n1	-1	-1	2
Cc1csc(C(NC(=O)N2CCOC(C)C2)C2CC2)n1 (stereo not given)	0	-4	6
CCOc1ccc(C(=O)c2c(N)c(C(=O)Nc3ccccc3C)c3ccccn23)cc1	-3	-8	-10
CC(=O)NC1C(=O)N(CCCOc2ccc(Cl)cc2)c2ccc(Cl)cc21 (stereo not given)	-2	-5	-4
CCOc1ccccc1CCC(=O)Nc1ccc2oc(N(C)C)nc2c1	3	.	-7
COc1ccc(OC)c2[nH]c(=O)c(CCNC(=O)c3cccc(C)c3)cc12	1	-7	-12
Cc1ccccc1NC(=O)CN1C(=O)c2ccccc2C1=O	-8	.	-6
Cc1c(NCc2cccnc2)cccc1C(=O)N1CCN(C)C(=O)C1C (stereo not given)	0	.	-5
COc1cccc(-c2nc3c(NCC4CC4)nccc3[nH]2)c1F	-5	-7	-7
CC(C)CC(C)OCCC(=O)Nc1cc(Br)c[nH]c1=O (stereo not given)	4	-14	-6
CCN(C)C(=O)Nc1ccc(F)c(NC(=O)c2ccoc2C)c1	10&8	.	-12&-4
COc1ccc(-n2nnnc2CNS(=O)(=O)c2c(C)cc(C)cc2C)cc1	3	-6	-3
Cc1sc(C(=O)Nc2nccn(C)c2=O)cc1-c1ccc(F)cc1	-24	.	5
Cn1cc(C(CC(=O)NCc2cccnc2)c2ccc(Cl)cc2)c2ccccc21 (stereo not given)	-2	-5	-4
Cc1nnc(CN2CCC(=O)N(Cc3ccc(F)cc3)C(C(C)C)C2)s1 (stereo not given)	0	-10	-3
COCCN=c1scc(-c2ccc(OC(F)F)cc2)n1N=Cc1cc(OC)c(OC)c(OC)c1	0	.	-1
CC(=O)c1ccc(NC(=O)Cn2nc(C(F)(F)F)c(Cl)c2C)cc1	15	-4	-3
CC1Cc2ccccc2N1C(=O)c1ccc2ncsc2c1 (stereo not given)	-1	-7	-7
CCc1nc2n(n1)C(=O)C(C(c1ccc(Br)cc1)N1CCN(CCO)CC1)S2 (stereo not given)	-4	0	-2
CS(=O)(=O)c1ccccc1C(=O)OCc1cccc(Cl)c1	-2	.	-7
Cc1ccc(-n2nnc(C(=O)NC(C)C)c2-c2ccco2)cc1	-10	0	-2
COCCCN(CC(=O)N(CCc1c[nH]c2ccccc12)Cc1ccc(C(F)(F)F)cc1)C(=O)NC12CC3CC(CC(C3)C1)C2	0	2	3
CC(=O)Nc1ccc(SCCCC(=O)Nc2cccnc2)nn1	-1	-1	-4
O=C(NCCC(=O)N1CCCC2CCCCC21)c1ccccc1 (stereo not given)	0	.	-17
CCOC(=O)N1CCN(CC(=O)N2N=C(c3ccc(OC)cc3OC)CC2c2ccccc2C)CC1 (stereo not given)	1	-3	-1
C=CCn1c(SCC(=O)Nc2ccc(F)cc2)nc2scc(-c3ccco3)c2c1=O	-2	-6	-7
CCc1ccc(Cl)c(CC)c1NC(=O)C1CCOCC1	-1	.	-6
CN(Cc1c(Cl)nc2sccn12)C(=O)Nc1ccccc1N1CCCC1	-2	-16	-12
CCOC(=O)C1=C(C)OC(=N)C(C#N)C1c1ccco1 (stereo not given)	-1&2	-4&-3	-3&-3
CC(C)N(CCNC(=O)Cc1cccc(NC2OC(C3COC(C)(C)O3)[C@@H]3OC(C)(C)O[C@H]23)c1)C(C)C (stereo not given in full)	-9	1	2
Cc1cccn2c(CC(=O)N3CCCC3Cn3cccn3)cnc12 (stereo not given)	-1	-17	-3
CC1(C(=O)NCc2ccccc2Br)CCN1CCc1ccccc1 (stereo not given)	8	.	-11
CCc1ccc(C(C)(C)C(=O)O)cc1	2	.	-10
COc1ccc(C2=NOC(CN(Cc3ccccc3Cl)C(=O)NC(C)C)C2)cc1 (stereo not given)	5	-3	-6
O=C(c1ccc(Br)cc1)N1CCCC(OCc2cccc(C(F)(F)F)c2)C1 (stereo not given)	-2	.	-4
CC(C)(C)c1nnc(SCc2ccccc2)n(N)c1=O	-6	.	-1
C=C(Br)CN(C)C(C)(C)CO	-4	.	-13

Another view of part of the listing above.
> CC(C)N(CCNC(=O)Cc1cccc(NC2OC(C3COC(C)(C)O3)[C@@H]3OC(C)(C)O[C@H]23)c1)C(C)C (stereo not given in full)
  NPYLR7 agonist: -9
  mcGAS lum: 1
  hcGAS inh: 2

> Cc1cccn2c(CC(=O)N3CCCC3Cn3cccn3)cnc12 (stereo not given)
  NPYLR7 agonist: -1
  mcGAS lum: -17
  hcGAS inh: -3

Other entries
SMILES	NPYLR7 agonist	mcGAS lum	hcGAS inh
CCc1nccn1CCC(=O)Nc1ccc(NC(=O)c2coc(C)c2)cc1	-4	.	-2
COc1ccc2c(c1)CC(NC1CCN(S(C)(=O)=O)CC1)CC2 (stereo not given)	7	.	-8
O=C(CS(=O)(=O)Cc1cccc(Br)c1)Nc1cn[nH]c1	5	.	-1
CN1CC(n2cnc(-c3ccccc3)c2-c2ccccc2C(=O)O)CCC1=O (stereo not given)	-6	-11	-5
COCCN(Cc1nccn1Cc1ccccc1)C(=O)Nc1ccc(C(F)(F)F)cc1	16	-6	-8
CSc1ccc(CC2(CCC(=O)N[C@@H]3CCCC[C@H]3c3ccccc3)CCC(=O)N2)cc1 (stereo not given in full)	-1	-21	-3
CCc1nc(SCC(=O)N2CCn3cccc3C2CC)n[nH]1 (stereo not given)	11	-10	-6
Cc1[nH]c2ccccc2c1C=NNc1nc2ccccc2[nH]1	-6	.	-4
CCc1ccc2nc(C)cc(C(=O)N3CCCC(CO)(Cc4ccc(F)cc4)C3)c2c1 (stereo not given)	.	-10	-4
CCCCCCn1c(=O)[nH]c2c(c1=O)CCC2	-1	.	-13
O=c1c2cnc3ncnn3c2ccn1Cc1ccccc1	2	.	-5
O=C(Cn1cnc([N+](=O)[O-])n1)N/N=C\c1cc(Cl)cc(Br)c1O	-7	32	5
CC1CCCC2(C1)OCC(C(=O)NCc1cccnc1)N2C(=O)c1cccc(C(F)(F)F)c1 (stereo not given)	.	-6	-7
COC(=O)c1ccc(COC(=O)c2cccc(C#N)c2)o1	0	-7	-3
O=C(NCCN1CCNC1=O)c1ccc2nc(Cc3cccc(Cl)c3)oc2c1	7	.	-8
C=CCN(CC(=O)N(Cc1cccn1C)CC(C)C)C(=O)c1ccc(CCCC)cc1	-1	-5	2
CN1CCN(S(=O)(=O)c2cc(Br)cnc2N)CC1	3	.	2
CC(C)(C)c1cc(Oc2ccc([N+](=O)[O-])cc2)nc(SCc2ccccc2Cl)n1	1	-5	-8
CCCSc1ncc(C2CC(=O)Nc3n[nH]c(CCC)c32)cn1 (stereo not given)	2	.	-3
CSc1nc(NC(C)C)c2cnn(CCNC(=O)Cc3ccccc3)c2n1	.	2	2
O=S(=O)(NCCC1CCCO1)c1ccc2c(c1)CCC2 (stereo not given)	0	-7	-15
CN(C)C(=O)c1ccc2c(c1)N(C)C(CC(=O)Nc1cccc3[nH]ncc13)CO2 (stereo not given)	3	-16	-13
CNC(=O)CC1SC(=Nc2ccc(F)cc2F)N(Cc2sccc2C)C1=O (stereo not given)	3	-14	-5
COc1cccc(C(C)N2CCC(Cc3cnn(C)c3)C2)c1 (stereo not given)	8	.	-6
COc1cccc(C(=O)Nc2nnc(-c3ccc(F)cc3)s2)c1	-8	-4	2
COc1ncc(CN(C)C(C)c2cccnc2)cn1 (stereo not given)	30	.	-4
Cc1noc(C)c1CC(=O)N1CC(=O)N(C(C)C)CC(OCc2ccc(OC(F)(F)F)cc2)C1 (stereo not given)	7	-14	0
COc1ccc(CC2(CCC(=O)N3CCN(C4CCCCC4)C(=O)C3)CCC(=O)N2)c2ccccc12 (stereo not given)	-3	-2	2
Cc1ccccc1-c1n[nH]c(=S)n1N=Cc1ccc(N(C)CCO)cc1	-2	-5	-7
O=C(Nc1ccccc1OC(F)F)N1CC(=O)N2CCc3c(F)cccc3C2C1 (stereo not given)	28	-8	-7
CCCc1cc(=O)oc2cc(OCC(C)=O)ccc12	-3	-2	0
CCc1cc(CN(C)C2CCC3(CC2)CCN(C(=O)N(C)C)CC3)on1	6	.	-3
Cc1ccnc(NC(=O)c2cnn(-c3ccccc3F)c2C(F)(F)F)c1	15	-5	-8
CN(Cc1cnc(N2CCOCC2)nc1)CC1Cc2ccccc2CN1C (stereo not given)	6	.	-4
CN(C(=O)CCN1C(=O)CCC1=O)c1ccccc1	6	.	-6
Cc1ccc(-n2c(SCc3ccc(C(=O)O)cc3)nnc2-c2cccnc2)cc1	-3	0	-2
CC(Oc1cccc(Br)c1)C(=O)NCCNC(=O)c1nc(Cn2cc(Cl)cn2)no1 (stereo not given)	-1	.	0
O=C(CCC1CCCN(Cc2ccc(C(F)(F)F)cc2)C1)Nc1ccccc1F (stereo not given)	8	-13	-10
C/C(=C\c1ccccc1)c1nc2ccccn2c1NC1CCCCC1	3	1	3
COCCN(Cc1nc(C(=O)N2CCC(n3c(=O)[nH]c4ccccc43)CC2)cs1)C(=O)Nc1cccc(Cl)c1	10	-5	0
COc1ccc(N2CCN(Cc3ccc4nonc4c3)C(C)C2)cc1 (stereo not given)	4	.	-4
COCCN(Cc1nccn1Cc1ccc(C(F)(F)F)cc1)C(=O)c1ccc(OC)cc1	16	-5	-7
O=C(c1ccco1)N1CCN(c2nc(CN3CCSCC3)nc3ccccc23)CC1	17	.	-6
O=C(O)c1ccccc1CN1CCC(C(O)c2cccs2)CC1 (stereo not given)	-3	.	-4
COC(=O)Cc1[nH]n(-c2nc3ccccc3s2)c(=O)c1C(C)=NCCc1ccc(OC)cc1	-11	.	-4
O=C(Cc1ccccc1)Nc1ccnn1C1CCN(Cc2ccc3cc(F)ccc3n2)CC1	1	.	-6
CCNS(=O)(=O)c1cccc(C(=O)Nc2cc(Cl)cc(Br)c2OC)c1	-1	.	-10
CCOC(=O)N1CCN(C(=O)c2cc(CC(C)C)nn2CC)CC1	.	-6	-13
O=C(NC1CCN(c2ccccc2C(=O)NCc2ccccc2F)CC1)c1cccs1	11	-4	-2
O=C(NCCN1C(=O)SC(=Cc2ccc(Cl)c(Cl)c2)C1=O)c1ccco1	-1	.	1
CC(C)C(C(=O)O)N1C(=O)/C(=C/c2cccc3ccccc23)SC1=S (stereo not given)	-5	-1	-3
CN(CCCN1CCOCC1)Cc1nc(-c2cccs2)no1	6	.	-6
CC(C)c1ccc(Nc2ncnc3[nH]ncc23)cc1	2	.	0
Cc1cc(NCCN(C)C)n2nc(C)c(-c3ccccc3)c2n1	-4	-8	-8
FC(F)Oc1ccc(C2CC(c3ccc(Cl)cc3)=Nc3ncnn32)cc1 (stereo not given)	14	.	-6
Cc1nn(C2CCS(=O)(=O)C2)c(Cl)c1CNCC1CCCC1 (stereo not given)	0	-18	-12
Cc1ccc(NC(=S)N2CCn3cccc3C2c2ccncc2)cc1 (stereo not given)	-1	.	-11
NS(=O)(=O)c1cccc(NS(=O)(=O)c2ccc(Cl)c(C(=O)O)c2)c1	4	-7	-3

In another format: results already given.
SMILES | NPYLR7 agonist | mcGAS lum | hcGAS inh
O=C(Cc1ccccc1)Nc1ccnn1C1CCN(Cc2ccc3cc(F)ccc3n2)CC1 | 1 | . | -6
CCNS(=O)(=O)c1cccc(C(=O)Nc2cc(Cl)cc(Br)c2OC)c1 | -1 | . | -10
CCOC(=O)N1CCN(C(=O)c2cc(CC(C)C)nn2CC)CC1 | . | -6 | -13
O=C(NC1CCN(c2ccccc2C(=O)NCc2ccccc2F)CC1)c1cccs1 | 11 | -4 | -2
O=C(NCCN1C(=O)SC(=Cc2ccc(Cl)c(Cl)c2)C1=O)c1ccco1 | -1 | . | 1
CC(C)C(C(=O)O)N1C(=O)/C(=C/c2cccc3ccccc23)SC1=S (stereo not given) | -5 | -1 | -3
CN(CCCN1CCOCC1)Cc1nc(-c2cccs2)no1 | 6 | . | -6
CC(C)c1ccc(Nc2ncnc3[nH]ncc23)cc1 | 2 | . | 0
Cc1cc(NCCN(C)C)n2nc(C)c(-c3ccccc3)c2n1 | -4 | -8 | -8
FC(F)Oc1ccc(C2CC(c3ccc(Cl)cc3)=Nc3ncnn32)cc1 (stereo not given) | 14 | . | -6
Cc1nn(C2CCS(=O)(=O)C2)c(Cl)c1CNCC1CCCC1 (stereo not given) | 0 | -18 | -12
Cc1ccc(NC(=S)N2CCn3cccc3C2c2ccncc2)cc1 (stereo not given) | -1 | . | -11
NS(=O)(=O)c1cccc(NS(=O)(=O)c2ccc(Cl)c(C(=O)O)c2)c1 | 4 | -7 | -3
